rTrxR1 inhibitor = blocks rat thioredoxin reductase 1; O89049; Potency, µM (doses to about 114 µM), for inactives: at the highest dose activity change, negative = inhibition, most hits filed as inhibitors; 1% of 390,000 active; recombinant rTrxR1, NADPH fluorescence consumption, selenite substrate; note: % is set by controls: 0 for no effect and ±100 for the full control effect; nearly all actives have a fitted effect of over 65% in size
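Rat TrxR1 (90 nM in the dispensed reagent) was pre-reduced with 400 uM NADPH for 5 min at room temperature, then incubated with compound for 15 min. After 400 uM selenite was added, NADPH fluorescence (Ex 340/Em 450 nm) was followed for 8 min.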
Vif-APOBEC3F blk = Vif-A3F binding inhibition. AID 602313. Potency, µM (top dose mostly 46.1 µM), inactives show top-dose activity, negative = active. HeLa A3F-eYFP + Vif (tagged APOBEC3F with the HIV-1 protein that degrades it), YFP fluorescence increase. 0.2% of 390,000 active; note: % of control where 0% means no effect; nearly all actives have a fitted effect of over 65% in size
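HeLa cells stably expressing A3F-eYFP plus Vif, plated and incubated overnight at 37 deg C, then exposed to compounds overnight at 37 deg C. Blocked degradation read as raised yellow fluorescence (Ex 488/Em 500-530).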
12-LOX inh = inhibitors of human 12S-lipoxygenase ALOX12. 1.1% of 580,000 active. Potency, µM (top dose mostly 108 µM), without a hit: top-dose activity change, negative = inhibition, hits mostly inhibitors. purified 12hLO, xylenol orange hydroperoxide absorbance. P18054; note: % is set by controls: 0 for no effect and ±100 for the full control effect
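Purified human 12hLO at 150 nM in 25 mM Hepes, 0.01% Triton X-100, pH 7.0, preincubated 15 min at room temperature with compound. Reaction started with 40 uM arachidonic acid, 30 min at room temperature. Hydroperoxide measured by Fe-xylenol orange, 573/405 nm absorbance ratio.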
mIDH1 inhibitor = inhibitors of human mutant IDH1 R132H; 0.093% of 390,000 active; AID 602179; IDH1-R132H enzyme, NADPH consumption, diaphorase/resazurin fluorescence; Potency, µM (series often up to 76.6 µM), for inactives: top-dose activity change, negative = inhibition, actives largely listed as inhibitors; O75874; note: % is set by controls: 0 for no effect and ±100 for the full control effect; nearly all actives have a fitted effect of over 65% in size
Target sequence (O75874 whole entry R132H, stated change not applied): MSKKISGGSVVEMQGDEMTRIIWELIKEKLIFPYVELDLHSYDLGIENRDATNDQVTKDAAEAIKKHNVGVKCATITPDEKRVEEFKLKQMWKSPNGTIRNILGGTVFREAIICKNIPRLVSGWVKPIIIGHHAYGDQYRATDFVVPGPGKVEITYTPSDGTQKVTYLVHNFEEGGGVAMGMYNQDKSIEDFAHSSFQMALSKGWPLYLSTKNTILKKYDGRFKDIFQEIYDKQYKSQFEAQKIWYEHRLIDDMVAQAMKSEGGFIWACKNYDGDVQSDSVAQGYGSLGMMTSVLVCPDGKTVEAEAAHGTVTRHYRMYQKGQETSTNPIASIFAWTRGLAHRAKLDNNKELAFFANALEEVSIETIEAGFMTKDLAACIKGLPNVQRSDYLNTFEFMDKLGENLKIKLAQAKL
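IDH1-R132H (0.5 ug/mL) preincubated 30 min with compound, then NADPH (0.016 mM) and alpha-KG (2 mM) added; 80 min at RT, pH 7.5. Remaining NADPH coupled via diaphorase/resazurin to fluorescence (540/590 nm); concentration-response curves normalized to no-enzyme control.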
Vif-A3G inh = inhibitors of Vif-APOBEC3G interaction; Potency, µM (series often up to 46.1 µM), inactives show at the top dose activity, negative = active, usual class: inhibitors; 0.076% of 410,000 active; Q9HC16; HeLa A3G-eYFP + Vif (tagged APOBEC3G with the HIV-1 protein that degrades it), YFP fluorescence, overnight;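 note: % is set by controls: 0 for no effect and ±100 for the full control effect; nearly all actives have a fitted effect of over 60% in size; hits raise eYFP signal because A3G escapes Vif-driven loss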
Target sequence (Q9HC16 whole entry, looked up): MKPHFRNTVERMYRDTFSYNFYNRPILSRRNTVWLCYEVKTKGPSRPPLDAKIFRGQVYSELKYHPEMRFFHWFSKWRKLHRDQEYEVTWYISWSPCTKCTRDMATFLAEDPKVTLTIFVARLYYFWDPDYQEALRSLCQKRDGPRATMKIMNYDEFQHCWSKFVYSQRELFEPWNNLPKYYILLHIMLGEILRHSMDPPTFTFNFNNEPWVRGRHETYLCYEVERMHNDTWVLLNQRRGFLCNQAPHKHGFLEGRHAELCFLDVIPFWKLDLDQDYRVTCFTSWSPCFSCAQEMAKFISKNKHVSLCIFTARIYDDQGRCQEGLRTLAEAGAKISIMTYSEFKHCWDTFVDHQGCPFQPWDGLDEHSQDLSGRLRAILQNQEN
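HeLa cells stably expressing Vif and C-terminally eYFP-tagged A3G, seeded overnight at 37 deg C, then exposed to compound by pintool overnight at 37 deg C. Rise in yellow fluorescence (Ex 488/Em 500-530, Acumen) marks blocked Vif-driven A3G degradation.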
RGS4 inh = blocks human RGS4-accelerated GTP hydrolysis; P49798; Transcreener GDP fluorescence polarization, RGS4-accelerated GTP hydrolysis; Potency, µM (doses to about 114 µM), for the others: top-dose activity change, negative = inhibition, usual class: inhibitors; 0.039% of 390,000 active; AID 504845; note: % is set by controls: 0 for no effect and ±100 for the full control effect; nearly all actives have a fitted effect of over 75% in size; some results filed as inactive show a strong effect at the top dose
Target sequence (P49798 whole entry, looked up): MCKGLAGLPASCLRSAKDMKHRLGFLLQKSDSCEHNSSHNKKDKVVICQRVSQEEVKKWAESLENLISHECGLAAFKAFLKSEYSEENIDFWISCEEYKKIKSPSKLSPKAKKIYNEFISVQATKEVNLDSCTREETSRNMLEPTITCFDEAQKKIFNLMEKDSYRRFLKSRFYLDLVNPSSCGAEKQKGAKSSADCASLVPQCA
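MLSMR compounds (23 nl, pin-transferred) preincubated 10 min at room temperature with a 500nM (2x) first reagent, then RGS4 at 900nM (2x) plus Transcreener GDP mix added; fluorescence polarization (620/688 nm) read before and after 90 min at 30 °C.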
RXFP1 agonist = activates the human relaxin receptor RXFP1. Q9HBX9. HEK293T-RXFP1 cAMP TR-FRET, 30 min; response scale: percent of porcine relaxin response, buffer zero. Potency, µM (titrated, usually from 57.5 µM), without a hit: top-dose activation, actives largely listed as activators. 0.3% of 370,000 active. AID 2676; note: % is set by controls: 0 for no effect and ±100 for the full control effect; nearly all actives have a fitted effect of over 60% in size; many of its hits are not listed in these tables
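HEK293 cells stably expressing RXFP1, treated 30 min at 37C with compounds plus PDE4 inhibitor Ro 20174; cAMP measured by HTRF TR-FRET. Normalized to buffer and 29 nM porcine relaxin; EC50 by Hill fit.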
TrxR1 substrate = substrates of rat thioredoxin reductase 1; 0.01% of 390,000 active; Potency, µM (top dose mostly 114 µM), without a hit: at the top dose activity change, negative = substrate turnover; O89049; purified TrxR1 substrate turnover, NADPH consumption readout; note: % is set by controls: 0 for no effect and ±100 for the full control effect; nearly all actives have a fitted effect of over 50% in size
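Rat TrxR1, dispensed at 90 nM, was prereduced with 400 uM NADPH (final) for 5 min at ~22 deg C, then incubated with compound 15 min before 400 uM selenite. A first-read NADPH fluorescence drop versus no-compound background flagged substrates.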
USP1 inh = USP1/UAF1 (human) deubiquitinase inhibition; O94782; Potency, µM (doses to about 57.1 µM), for inactives: top-dose activity change, negative = inhibition, most hits filed as inhibitors; recombinant USP1/UAF1, Ub-Rhodamine cleavage fluorescence; 0.23% of 390,000 active; AID 743255; note: % is set by controls: 0 for no effect and ±100 for the full control effect; nearly all actives have a fitted effect of over 60% in size; inactives centre near -12
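Step one: compound is pinned into 1nM USP1/UAF1 in HEPES pH 7.8 buffer with TCEP. Step two: 15 min room-temperature incubation. Step three: Ub-Rho (150nM final) starts cleavage, tracked by fluorescence over six one-minute reads.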
An asterisk follows results filed as active; ? = inconclusive; nt = not tested or not shown; & = joins results of further samples; [ ] = another dose, or the depositor's remark. Calls come from the whole dose curve; as a rule, active = well fitted curve in the direction sought with a large enough effect; inconclusive = small, poorly fitted or top-dose-only effect, or another doubt; inactive = no such curve, though single readings can be large; an effect the other way counts as inactive or inconclusive. Potency is the fitted concentration of half-maximal effect. A portion of the library. The share of hits here may be higher or lower than overall.

SMILES	rTrxR1 inhibitor	Vif-APOBEC3F blk	12-LOX inh	mIDH1 inhibitor	Vif-A3G inh	RGS4 inh	RXFP1 agonist	TrxR1 substrate	USP1 inh
CC(Oc1ccccc1Cl)C(=O)N(Cc1cccs1)C1CCS(=O)(=O)C1 (stereo not drawn)	7%[57.1 µM]	7%	0%	-1%	4%	30%	-0.5%	6%[57.1 µM]	5%
CC(C)C1C(=O)N(Cc2cn(CCC3OCCO3)nn2)CCS(=O)(=O)N1Cc1ccc(-c2cccc(N(C)C)c2)cc1 (stereo not drawn)	nt	4%	1%	-2%	-8%	nt	nt	nt	-29%
O=C(Nc1ccc(F)cc1)C1CC(=O)N(Cc2ccco2)C1 (stereo not drawn)	-9%	2%	15%	-6%	-1%	3%	2.1%	7%	-23%
CNN/C(N=Cc1ccc([N+](=O)[O-])s1)=N\S(=O)(=O)c1cc(C)c(Cl)cc1SCc1ccccc1	-11%	2%	-10%	3%	2%	-44%	nt	-16%	-18%
O=C(COc1ccc(S(=O)(=O)N2CCOCC2)cc1)N1CCc2ccccc2C1	38%	0%	-3%	0%	-5%	5%	-2.0%	10%	-25%
Cc1ccc(C(=O)NC2CCCCCC2)o1	9%	6%	0%	2%	-1%	-3%	0.0%	1%	-20%
Cc1cc(C(C)(C)C)cc(S(=O)(=O)Nc2ccc(C(=O)O)cc2)c1C	18%[57.1 µM]	8%	170%[activator]	?	-3%	3%	-1.0%	10%[57.1 µM]	-20%
Cc1ccc([N+](=O)[O-])cc1NC(=S)NC(=O)c1ccco1	-13%	-8%	4%	-3%	1%	9%	-0.8%	-11%	-20%
Cc1cc(NC(=O)CSc2ncc(C(F)(F)F)cc2Cl)no1	20%	-1%	-1%	0%	4%	9%	nt	0%	-14%
Cc1nc(-c2ccc(Cl)cc2)sc1C(=O)CBr	-15%[57.1 µM]	-5%	?	?	-6%	-45%	12%	-1%[57.1 µM]	0%
COC(=O)c1cccc(NC(=O)c2cccc(-n3cnnn3)c2)c1	nt	-1%	-21%	0%	-4%	nt	nt	nt	6%
O=C(CSc1nc2ccncc2[nH]1)Nc1ccccc1C(F)(F)F	0%&2%	1%&0%	0%&-18%	7%&0%	-4%&1%	-9%	0.3%	-4%&-3%	-21%&2%
CC(C)(C)c1ccc(C(O)CCCN2CCC(C(O)(c3ccccc3)c3ccccc3)CC2)cc1 (stereo not drawn)	7%[57.1 µM]	-1%	?	-7%	-2%	-1%[56.9 µM]	4.2%	5%[57.1 µM]	-6%
CC1CCCCC1NC(=O)CN1CCC(NC(=O)c2cccc(F)c2)CC1 (stereo not drawn)	17%[57.1 µM]	-3%	2%	3%	-1%	-19%	1.2%	13%[57.1 µM]	-7%
Clc1ccc(-c2nnc(C3CC3)o2)cc1	0%[57.1 µM]	3%	65%[activator]	4%	-1%	15%	-1.5%	5%[57.1 µM]	3%

Filtered by structure, the compounds so far with two or more sulfur atoms
SMILES	rTrxR1 inhibitor	Vif-APOBEC3F blk	12-LOX inh	mIDH1 inhibitor	Vif-A3G inh	RGS4 inh	RXFP1 agonist	TrxR1 substrate	USP1 inh
CC(Oc1ccccc1Cl)C(=O)N(Cc1cccs1)C1CCS(=O)(=O)C1 (stereo not drawn)	7%[57.1 µM]	7%	0%	-1%	4%	30%	-0.5%	6%[57.1 µM]	5%
CNN/C(N=Cc1ccc([N+](=O)[O-])s1)=N\S(=O)(=O)c1cc(C)c(Cl)cc1SCc1ccccc1	-11%	2%	-10%	3%	2%	-44%	nt	-16%	-18%

Structures from the list above that have a furan ring, fused or not (3):
SMILES	rTrxR1 inhibitor	Vif-APOBEC3F blk	12-LOX inh	mIDH1 inhibitor	Vif-A3G inh	RGS4 inh	RXFP1 agonist	TrxR1 substrate	USP1 inh
O=C(Nc1ccc(F)cc1)C1CC(=O)N(Cc2ccco2)C1 (stereo not drawn)	-9%	2%	15%	-6%	-1%	3%	2.1%	7%	-23%
Cc1ccc(C(=O)NC2CCCCCC2)o1	9%	6%	0%	2%	-1%	-3%	0.0%	1%	-20%
Cc1ccc([N+](=O)[O-])cc1NC(=S)NC(=O)c1ccco1	-13%	-8%	4%	-3%	1%	9%	-0.8%	-11%	-20%

Continuation.
SMILES	rTrxR1 inhibitor	Vif-APOBEC3F blk	12-LOX inh	mIDH1 inhibitor	Vif-A3G inh	RGS4 inh	RXFP1 agonist	TrxR1 substrate	USP1 inh
O=C(CCC1CCCC1)N1CCC(N2CCN(c3ccccc3)CC2)CC1	6%	1%	0%	1%	-2%	1%	-2.9%	6%	-12%
Cc1c(C(=O)Nc2ccc(OCc3ccccc3)cc2)cccc1[N+](=O)[O-]	24%	-8%	31%[activator]	9%	0%	-1%	-1.6%	3%	-20%
CCCCc1nc2ccccc2c(=O)n1NC(=O)c1c(O)c2ccccc2n(C)c1=O	14%	10%	2%	-4%	0%	1%	0.3%	3%	-15%
COc1ccc(OCc2nnc(SCC(=O)c3ccccc3)o2)cc1	1%	4%	9%	-4%	?	2%	0.3%	-5%	-10%
COc1cc(OC)cc(-c2c(C#Cc3ccsc3)c3cc(-c4ccc5cc[nH]c5c4)ccc3n2C)c1	20%[57.1 µM]	4%	-8%	1%	-7%	-7%	-0.8%	16%[57.1 µM]	?
O=C1CC(N2CCN(c3ccc(Cl)cc3)CC2)C(=O)N1c1ccccc1 (stereo not drawn)	22%	-14%	1%	2%	1%	5%	0.8%	6%	-24%
Cc1cccc(NS(=O)(=O)c2c(C(=O)N3CCCC3)c(C)n(C)c2C)c1	7%	-5%	20%	13%	1%	31%[11.4 µM]	-0.2%	-1%	-4%
O=C(CSC1=Nc2ccccc2C2=NC(CCC(=O)NC3CCCCC3)C(=O)N12)Nc1cccc(Cl)c1 (stereo not drawn)	-4%	?	-18%	0%	-13%	-9%	17%	-3%	-18%
COc1ccc(N2CCN(C(=O)COc3ccc4c(C)cc(=O)oc4c3C)CC2)cc1	6%	1%	-10%	-5%	2%	-15%	2.7%	-3%	-25%
CCOC(=O)COn1c(=O)c(-c2ccc(OC)cc2)[n+]([O-])c2ccccc21	-12%	6%	-12%	1%	-1%	-12%[56.9 µM]	0.3%	-9%	-15%
CCCC1(CC)C(=O)NC(=O)N=C1N (stereo not drawn)	-5%[2.29 µM]	0%	-7%	-2%	0%	-6%	nt	6%[57.1 µM]	-18%
CSc1ccc(CSCC(=O)N2CCN(S(=O)(=O)c3ccc(C)cc3C)CC2)cc1	4%	3%	-5%	-4%	4%	-13%	0.2%	2%	-9%
Cc1cccc2c1N(C(=O)c1ccco1)C(C)(C)c1ssc(=S)c1-2	16%	nt	13%	18%	1%	15%	-0.6%	2%	2%
Cc1cc(=O)n2c(c1C#N)SC1CCCCC12O (stereo not drawn)	21%	-5%	-5%	0%	2%	19%	0.8%	7%	-4%
O=C(O)CCC(=O)NC1CCCCC1	5%	-7%	11%	-1%	2%	7%	-0.9%	6%[57.1 µM]	1%
COc1ccc(-c2c(-c3cc(OC)cc(OC)c3)n(C)c3ccc(-c4ccc5c(c4)OCCO5)cc23)cc1	98%[activator][57.1 µM]	5%	-26%	-17%	-5%	-6%	nt	119%[activator][57.1 µM]	-15%
Cc1ccc2cc(CN(Cc3ccc4c(c3)OCO4)Cc3nnnn3Cc3ccco3)c(=O)[nH]c2c1	-7%	3%	-53%	9%	9%	-33%	-0.5%	5%	-12%
COc1cccc(-n2c(=O)c3c(C)c(C)sc3n(CC(=O)Nc3ccccc3OC)c2=O)c1	15%	nt	-22%	nt	nt	1%	4.1%	0%	-2%
CCOC(=O)c1c(CN2CCN(c3ccccc3)CC2)oc2ccc(O)cc12	12%	-1%	-12%	-1%	-16%	-2%	0.3%	-2%	?
O=C(NCCC1CCCCN1S(=O)(=O)c1ccccc1)C(=O)NCc1ccccn1 (stereo not drawn)	-9%	-12%	9%	0%	0%	12%	0.0%	-10%	-3%
Cc1cccc(C(=O)N2CCCCCC2)c1	17%[57.1 µM]	-3%	21%	3%	-1%	10%	-0.4%	7%[57.1 µM]	-4%
Cc1nnc(SCC(=O)Nc2ccc(Br)cc2)n(N)c1=O	0%	6%	3%	0%	-4%	-1%	4.5%	-4%	-5%
N#Cc1ccc2nc3c(nc2c1)CCCC3	9%	4%	17%	3%	4%	7%	3.4%	0%	-23%
O=C(NCc1ccccc1)c1onc(CSc2ccc(F)cc2)c1C(=O)NCc1ccccc1	28%	0%	11%	-5%	-1%	13%	nt	3%	-17%
CC(C)CNC(=O)COC(=O)/C=C/c1ccco1	-15%	1%	-14%	7%	-1%	10%	0.6%	0%	-14%
CCOC(=O)c1c(NC(=O)COC(=O)c2ccncc2)sc(C)c1C	4%[57.1 µM]	-5%	-3%	-12%	1%	14%	5.0%	-6%[57.1 µM]	-24%
Cc1ccc(S(=O)(=O)N2CCC(C(=O)N3CCC[C@H]3C(=O)NCC(C)C)CC2)cc1	-8%	2%	0%	0%	2%	21%[11.4 µM]	0.0%	-8%	-4%

Source: PubChem BioAssay
